Source: PubChem
proCasp3 act – activators of human procaspase-3. recombinant procaspase-3 D3A, Ac-DEVD-pNA absorbance 405 nm. activation, % at 8.5 µM. AID 463141. actives 0.11% (n = 330,000);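 active = activation above the mean of all tested compounds plus 3 SD, cut at about 21% in these data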;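 also: 0% = DMSO alone and 100% = DMSO wells spiked with extra 5 µM PC-3 D3A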
Target sequence (P42574 whole entry D9A/D28A/D175A): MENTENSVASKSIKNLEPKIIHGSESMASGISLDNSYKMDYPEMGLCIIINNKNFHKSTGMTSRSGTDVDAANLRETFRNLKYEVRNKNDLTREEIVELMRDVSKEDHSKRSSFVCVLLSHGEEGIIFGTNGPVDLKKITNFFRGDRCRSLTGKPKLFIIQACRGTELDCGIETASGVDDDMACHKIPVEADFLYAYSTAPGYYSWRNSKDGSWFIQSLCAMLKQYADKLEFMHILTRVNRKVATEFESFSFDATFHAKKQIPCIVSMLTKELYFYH
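assay system = Procaspase-3 D3A mutant | signal = absorbance at 405 nm, 0 and 120 min | times = 1 h preincubation plus 2 h reaction at 25 °C | repeats = single replicate | read-out = % activation between DMSO and enzyme-spiked controls | medium = Zinc-free HEPES saline buffer with Triton X-100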
PP5 inh – blocks human protein phosphatase 5 activity | actives 0.18% (n = 320,000) | P53041 | inhibition, % at 6.7 µM | purified PP5c, OMFP substrate fluorescence | AID 1987;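 active = inhibition above the campaign's mean inhibition across all tested compounds plus 3 SD, cut at about 9.5% in these data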;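 also: 0% = DMSO only and 100% = 100 µM cantharidin control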
VLA-4 inh – inhibition in a human VLA-4 binding assay; AID 2557; inhibition, % (about 7 µM as worked out from the volumes in the protocol); P13612; actives 0.2% (n = 330,000); VLA-4 expressing cells, ligand binding flow cytometry; in the data active = inhibition above about 50%
Fh CTSL1 inh – cathepsin L1 inhibition, PFM18AAP counter-screen | recombinant F. hepatica cathepsin L1, Z-Leu-Arg-MCA fluorescence | inhibition, % at 5.96 µM | actives 0.49% (n = 300,000) | AID 1906;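 active = inhibition above the mean of all tested compounds plus 3 SD, set per screening campaign, cut at about 17% in these data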;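 also: 0% = plate median of test compound wells and 100% = 1 µM Z-Phe-Ala-diazomethylketone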
procasp7 counter – counter-screen for procaspase-3 activators: activators of human procaspase-7 | recombinant procaspase-7, Ac-DEVD-pNA absorbance 405 nm; D23A/D198A/D206A triple mutant, cannot self-cleave; scale: DMSO 0, 5 µM enzyme 100 | activation, % at 8.5 µM | P55210 | AID 463210 | actives 0.093% (n = 330,000);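 active = percent activation above the screen-wide mean plus 3 SD, cut at about 25% in these data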
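Assay system – Uncleavable procaspase-7 mutant enzyme · Quantity – 2 µM procaspase-7 mutant as dispensed · Times – 1 h preincubation, 2 h reaction · Dosing – single nominal 8.5 µM compound dose, 0.8% DMSO final · Buffer or medium – Zinc-free 50 mM HEPES buffer, pH 7.4, with NaCl and Triton X-100 · Detection – Epi-absorbance of released pNA at 405 nm, two timepoints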
HCV core dimer – HCV core protein dimerization inhibition; TR-FRET GST/Flag-core106 dimerization, 1536-well; inhibition, % at 5 µM; actives 0.33% (n = 300,000);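 active = inhibition above the mean of all tested compounds plus 3 SD, set per screening campaign, cut at about 45% in these data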
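System – GST-tagged and Flag-tagged HCV core protein residues 1-106 · Repeats – one well for each compound · Technique – TR-FRET 671 and 617 nm emission · Doses – one concentration, 5 µM, in 0.5% DMSO · Times – 4 h, 22.5 °C incubation · Also added – Eu donor and XL665 acceptor anti-tag antibodies · Measure – percent inhibition of core106 dimerization signal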
GRK2 inh – blocks RNA aptamer binding to human GRK2 | AID 488847 | inhibition of aptamer binding, % at 10 µM | actives 0.59% (n = 330,000) | bead flow cytometry, FAM-aptamer displacement from GRK2;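 active = inhibition of aptamer binding above 40%, roughly 3 SD of noise, on plates passing a quality check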;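 also: median bead fluorescence of bound FAM aptamer so fluorescent compounds give negative values; no value below 0 was filed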
JMJD2C inh – blocks human GASC-1 demethylase activity. AID 2099. GST-JMJD2C(1-420) H3K9me3 demethylation, DELFIA europium. Q9H3R0. inhibition, % at 2.35 µM. actives 0.069% (n = 330,000);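 active = more than half of a compound's replicate wells show inhibition beyond 50%, single wells judged on their own value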;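 also: signal counts dimethyl H3K9 product captured on neutravidin plate; 0% = median of DMSO wells and 100% = 0.3 times that DMSO median; strong numbers were not always called active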
Target sequence (Q9H3R0 1-420 limits assumed): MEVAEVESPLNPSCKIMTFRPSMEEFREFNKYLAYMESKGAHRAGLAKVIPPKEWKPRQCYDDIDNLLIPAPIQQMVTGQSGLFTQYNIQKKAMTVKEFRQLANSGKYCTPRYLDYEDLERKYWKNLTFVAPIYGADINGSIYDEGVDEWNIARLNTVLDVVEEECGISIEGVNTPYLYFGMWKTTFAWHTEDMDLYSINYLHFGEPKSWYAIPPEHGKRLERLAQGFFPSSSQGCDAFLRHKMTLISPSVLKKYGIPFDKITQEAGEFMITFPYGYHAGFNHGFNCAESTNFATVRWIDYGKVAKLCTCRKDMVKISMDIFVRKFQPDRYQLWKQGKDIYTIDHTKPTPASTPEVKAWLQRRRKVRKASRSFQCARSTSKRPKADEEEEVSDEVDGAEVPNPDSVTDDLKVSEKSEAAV
PP1 inh – counter-screen for PP5 inhibitors: inhibitors of human PP1-alpha. purified PP1alpha, OMFP fluorescence. inhibition, % at 6.7 µM. actives 0.9% (n = 320,000). AID 2235;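 active = inhibition above the mean inhibition of all tested compounds plus 3 SD, computed separately for each screening campaign, cut at about 15% in these data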
Target sequence (P62136 whole entry, looked up): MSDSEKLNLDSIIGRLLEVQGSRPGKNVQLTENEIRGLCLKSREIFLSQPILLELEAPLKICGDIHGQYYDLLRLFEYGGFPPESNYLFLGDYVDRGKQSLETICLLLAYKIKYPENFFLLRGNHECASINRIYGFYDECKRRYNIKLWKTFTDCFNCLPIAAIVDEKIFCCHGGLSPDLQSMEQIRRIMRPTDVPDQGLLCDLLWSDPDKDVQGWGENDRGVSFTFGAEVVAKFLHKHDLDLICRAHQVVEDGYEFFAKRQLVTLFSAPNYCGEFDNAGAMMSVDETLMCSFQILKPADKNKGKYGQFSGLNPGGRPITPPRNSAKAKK
Active calls of the source: *; x = not tested or not shown; & = joins results of further samples.

SMILES | proCasp3 act | PP5 inh | VLA-4 inh | Fh CTSL1 inh | procasp7 counter | HCV core dimer | GRK2 inh | JMJD2C inh | PP1 inh
COCCCNC1=C(Cl)C(=O)c2ccccc2C1=O | 8 | 1.5 | 0 | 4 | 1 | -9 | 2 | -3 | -5
Cc1nc([N+](=O)[O-])c(C(=O)OCc2ccc(C#N)cc2)n1C | 1 | 0.5 | 8 | -1 | 1 | -3 | 0 | -16 | -3
C/C(CC(=O)Nc1ccc(Cl)cn1)=N\NC(=O)Cc1cccs1 | -1 | -2.3 | 19 | -3 | -8 | -6 | 2 | 16 | -4
COC(=O)c1sc(N2CCN(c3ccc(Cl)cc3)CC2)nc1N | 7 | 2.3 | -1 | 4 | 1 | 1 | 1 | 129 | 11
O=c1cc(O)c2sc3nc4c(c(C(F)(F)F)c3c2[nH]1)CCCCC4 | 7 | -2.1 | 15 | 1 | 13 | 5 | 3 | 1 | -3
CC(=O)NC1c2ccccc2C(=O)N1Cc1ccccc1 (stereo not given) | 4 | -0.2 | -2 | -3 | 3 | -1 | 0 | -6 | 1
Nn1c(SCc2ccccc2)nc2ccccc21 | 8 | 1.0 | 2 | 0 | 5 | 5 | 2 | -7 | -1
c1ccc2c(NCCCN3CCOCC3)c3ccccc3nc2c1 | -15 | -0.8 | -1 | -4 | -10 | -2 | 7 | 11 | 4
COc1ccc(C(=O)NNC(=O)CSc2nnc(-c3ccc(O)cc3)n2C)cc1 | -5 | 0.2 | -12 | 0 | -3 | -5 | 0 | -15 | 1
CC(OC(=O)c1cc(=O)[nH]c2ccccc12)C(=O)NC1CCCCC1C (stereo not given) | 1 | -1.0 | 1 | 0 | -5 | -6 | 3 | 5 | -4
COC(=O)C(NC(=O)CNS(=O)(=O)c1ccc(Br)cc1)c1ccccc1 (stereo not given) | 1 | 0.0 | -2 | -5 | 7 | -2 | 4 | -4 | -4
CCOC(=O)c1cc(=O)c2c([N+](=O)[O-])ccc(OC)c2o1 | -4 | 0.4 | -2 | -1 | 5 | 2 | 6 | 5 | -2
COC(=O)c1cnc(N2CCCN(S(=O)(=O)c3ccc(C(F)(F)F)cc3)CC2)nc1C(F)(F)F | 18 | -0.5 | 6 | 2 | 6 | 2 | 1 | -1 | -1
O=C(CSc1ccccn1)Nc1ccc(NC(=O)CSc2ccccn2)cc1 | -4 | 2.0 | 4 | -1 | -8 | 8 | 3 | -11 | 2
Cc1ccccc1CN1CCNC(=O)C1CC(=O)O (stereo not given) | 7 | 1.1 | 25 | -6 | 4 | 6 | 0 | -4 | -5
O=C(CCNC(=O)N1CCn2c1nc1ccccc12)NCc1ccc(F)cc1 | -5 | -1.7 | 13 | 0 | 4 | -5 | 2 | 7 | -2
O=C(NC(c1ccccc1)c1ccccc1)c1ccc(CO)cc1 | -9 | 0.0 | 0 | -2 | 12 | 3 | 7 | 3 | 0
Cc1cccc(NC(=O)N(C)Cc2cccs2)c1 | 3 | -3.4 | 0 | -7 | 1 | -5 | 6 | -17 | -11
CCC(=O)N1CCc2cc(S(=O)(=O)N3CCN(c4cc(C)ccc4C)CC3)ccc21 | 9 | 2.2 | 4 | 2 | -1 | -10 | 3 | 0 | 0
COc1ccc(NC(=S)N2CCCC(c3nc4ccc(C)cc4[nH]3)C2)cc1 (stereo not given) | -11 | -0.3 | 7 | 5 | -6 | 2 | 0 | -6 | -2
Cc1ccc(CNC(=O)CCc2nnc3ccc(N4CCC5(CC4)OCCO5)nn23)cc1 | 6 | 3.5 | 13 | -4 | -6 | -3 | 0 | 1 | -1
CCOC(=O)c1c(NCC2CCCO2)c2ccccc2[nH]c1=O (stereo not given) | 1 | -1.2 | 22 | 0 | 7 | -1 | 0 | -11 | -4
COC(=O)C1=C(C)Nc2ncnn2C1c1ccc(C)o1 (stereo not given) | 7 | 1.8 | -1 | -1 | 7 | -3 | 0 | -6 | -2
Cc1ccc(CNC(=O)C(N=C2NS(=O)(=O)c3ccccc32)C(C)C)cc1 (stereo not given) | -5 | 1.7 | -8 | x | 2 | x | 0 | 17 | 3
CCCC(=O)Nc1nnc(S(=O)(=O)N(C)Cc2ccco2)s1 | -12 | 0.1 | -5 | 4 | -16 | 18 | 1 | -7 | -5
Cc1cccc(S(=O)(=O)c2c(N)n(/N=C/c3cccnc3)c3nc4ccccc4nc23)c1 | -7 | 1.3 | -3 | 1 | -4 | 11 | 5 | -8 | -6
O=C(NCC1CCCO1)c1cccnc1Nc1ccccc1F (stereo not given) | 1 | 3.0 | -1 | -2 | 7 | -3 | 1 | 12 | 4
CCOC(=O)N1CCN(C(=O)CN(c2ccc(OC)c(OC)c2)S(C)(=O)=O)CC1 | -2 | 2.8 | -10 | -7 | -1 | 2 | 0 | -1 | -5
COc1ccc(CC(=O)Nc2cccc(C(=O)NN3C(=O)c4ccccc4C3=O)c2C)cc1 | 6 | 3.9 | 8 | -5 | 5 | -2 | 1 | 3 | 0
CCc1nnc(NC(=O)C2CC(=O)N(C3CCCC3)C2)s1 (stereo not given) | 6 | 3.9 | 9 | 1 | 0 | 7 | 1 | 2 | 9
C(=N\n1cnnc1)/c1ccc(-c2ccccc2)cc1 | -3 | 1.2 | 7 | 1 | 9 | 2 | 0 | -5 | 2
COc1ccc(NC(=O)CSc2nnc(Cc3cccn3C)n2-c2ccc(F)cc2)cc1OC | -8 | 1.6 | -5 | -1 | -13 | 1 | 6 | -9&-5 | -5
CCOc1cc(CN2CCC(n3nccc3NC(=O)C3CC3)CC2)ccc1O | 0 | -3.1 | 3 | 1 | 1 | 5 | 0 | 5 | -3
Cc1ccc(N(CC(=O)NCC2CCCO2)C(=O)CCC(=O)Nc2nccs2)cc1C (stereo not given) | 5 | 2.7 | -6 | -2 | 7 | 1 | 0 | 1 | -3
NCCCn1c(C(=O)c2cc(Cl)c(N)c(Cl)c2)c2ccc([N+](=O)[O-])cc2[n+]1[O-] | 4 | 3.9 | -23 | 3 | -5 | 20 | 0 | -2 | 5
CN(C)C(/C=C/Nc1cccc([N+](=O)[O-])c1)=C(C#N)C#N | -8 | 0.2 | -7 | -1 | 3 | 0 | 0 | 8 | -3
COc1ccc(C2(C(=O)Nc3ccc(C(=O)O)cc3)CCOCC2)cc1 | -9 | -1.7 | 2 | -1 | 3 | 0 | 29 | -18 | -6
COc1cc(/C=N/NC(=O)c2ccc(CN3C(=O)c4cccc5cccc3c45)cc2)cc(OC)c1O | 2 | 1.9 | -1 | 7 | -9 | 9 | 1 | -3 | 12
O=[N+]([O-])c1ccc2c(c1)c1ccccc1n2CCO | 1 | 0.8 | 21 | -1 | 7 | 5 | 1 | 3 | -6
COc1ccccc1NS(=O)(=O)c1cccc(C(=O)N(C)Cc2cccs2)c1 | 4 | -1.1 | 12 | 2 | -3 | 11 | 0 | -16 | -3
Cc1ccn2c(NC3CCCC3)c(-c3ccsc3)nc2c1 | -7 | 2.3 | -3 | -8 | -8 | -5 | 0 | 10 | -1
Cc1nn(C)c(C(=O)Nc2ccc(S(=O)(=O)NC34CC5CC(CC(C5)C3)C4)cc2)c1Br | 9 | 7.6 | 38 | 0 | 11 | 4 | 1 | 9 | 4
Cn1c2ccccc2c(=O)c2c(=O)n(Cc3ccco3)c(-c3ccc(F)cc3)nc21 | 4 | -0.8 | 18 | 0 | 7 | 19 | 2 | -4 | -2
CCOc1ccc(S(=O)(=O)NC(C)(C)C)cc1-c1nc2c(C(C)(C)C)nn(C)c2c(=O)[nH]1 | 5 | 10* | -19 | 12 | -2 | 9 | 2 | -8 | 7
Cc1ccc(C23CC4CC(CC(C(N)=O)(C4)C2)C3)cc1 | -1 | 0.0 | 8 | 2 | -1 | -1 | 3 | 6 | 3

Whole records as entered above. Screens in order: proCasp3 act, PP5 inh, VLA-4 inh, Fh CTSL1 inh, procasp7 counter, HCV core dimer, GRK2 inh, JMJD2C inh, PP1 inh
Shown for `COCCCNC1=C(Cl)C(=O)c2ccccc2C1=O` = 8, 1.5, 0, 4, 1, -9, 2, -3, -5
Shown for `COC(=O)C1=C(C)Nc2ncnn2C1c1ccc(C)o1` (stereo not given) = 7, 1.8, -1, -1, 7, -3, 0, -6, -2

Next part
SMILES | proCasp3 act | PP5 inh | VLA-4 inh | Fh CTSL1 inh | procasp7 counter | HCV core dimer | GRK2 inh | JMJD2C inh | PP1 inh
O=S(=O)(c1cccc2ccccc12)N1CCSC1 | -9 | -1.1 | 0 | 6 | -5 | -2 | 1 | 0 | 0
COC(=O)c1c(NC(=O)COC(=O)[C@@H](NS(=O)(=O)c2ccccc2)C(C)C)sc2c1CCC2 | 0 | -1.1 | 1 | -3 | 10 | 3 | 0 | -2 | 6
Cc1noc(C)c1COc1ccc(C(=O)OCC(=O)Nc2ccc(S(N)(=O)=O)cc2)cc1 | 12 | 0.2 | 8 | x | -2 | x | 0 | 7 | -4
O=C(Cc1ccc(NS(=O)(=O)c2cccc(C(F)(F)F)c2)cc1)NCCN1CCOCC1 | 4 | -0.6 | 46 | -6 | 15 | 0 | 1 | 0 | -1
Cc1cccc(Oc2coc3cc(OC(=O)c4cc5ccccc5oc4=O)ccc3c2=O)c1 | -4 | 0.3 | -1 | 0 | -5 | 8 | 0 | -6 | -1
CCc1cccc(C)c1NC(=O)CSc1nc2ccc(N3C(=O)c4ccccc4C3=O)cc2s1 | -1 | 0.5 | -5 | -2 | 12 | 47* | 0 | 5 | 0
CCN(CC(=O)Nc1c(F)cccc1F)C(=O)C1CCN(C(=O)Nc2ccccc2)CC1 | 0 | 2.5 | 43 | x | -4 | x | 17 | 23 | 4
Cc1cc(NC(=O)CSCC(=O)Nc2cc(C(F)(F)F)ccc2N2CCOCC2)no1 | -1 | 2.2 | 12 | x | 3 | x | 0 | -9 | -2
CCCc1ccc(OCc2ccccc2)c2c(=O)cc(C(=O)OCC)oc12 | -4 | -2.7 | -3 | 6 | 0 | 0 | 1 | -16 | -1
Cc1ccc(C(=O)O)cc1Nc1ncnc2sc3c(c12)CCC3 | -1 | 0.9 | -3 | -2 | -7 | 2 | 5 | 10 | -5
CCOC(OCC)c1ccc(/C=C\c2nccc(N)n2)cc1 | 10 | -0.5 | 2 | 1 | 0 | 3 | 0 | -6 | -4
Cc1ccc(-c2ccc(SCC(=O)N3CCN(c4ccccc4)CC3)nn2)cc1 | -3 | -2.0 | -13 | 1 | -1 | 6 | 2 | 16 | -1
CCN(C(=O)COC(=O)CNS(=O)(=O)c1ccccc1)c1ccccc1 | -4 | -1.6 | 12 | -43 | 9 | -1 | 4 | -3 | 5

A few values from above:
Cc1ccc(C(=O)O)cc1Nc1ncnc2sc3c(c12)CCC3 | VLA-4 inh: -3
COc1ccccc1NS(=O)(=O)c1cccc(C(=O)N(C)Cc2cccs2)c1 | proCasp3 act: 4
